cardiac RTF act: cardiac RTF calcium sensitivity activators, primary screen, biochemical, IANBD-TnC fluorescence, EC20 calcium; IANBD-labeled TnC RTF fluorescence at EC20 calcium; 0% EC20 calcium, 100% full calcium; activation, % at 7.2 µM; 0.24% of 340,000 active; Troponin I, cardiac muscle (Homo sapiens) + Troponin T, cardiac muscle (Homo sapiens) + …;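 active means activation above the mean over all tested compounds plus 3 SD, cut at about 30% in these data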;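 further: rise in fluorescence read as greater calcium sensitivity of cardiac thin filaments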
DAGLB inh: DAGLB lipase inhibitors, primary screen, biochemical, fluorescence, HTS; HEK293T DAGLB membrane lysate, EnzChek fluorogenic substrate; 0.059% of 340,000 active; Diacylglycerol lipase-beta (Homo sapiens), Q8NCG7; inhibition, % at 5.17 µM; in the data active means inhibition above about 34%;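 further: 0% = enzyme with vehicle and 100% = wells lacking enzyme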
Target sequence (Q8NCG7 whole entry, looked up): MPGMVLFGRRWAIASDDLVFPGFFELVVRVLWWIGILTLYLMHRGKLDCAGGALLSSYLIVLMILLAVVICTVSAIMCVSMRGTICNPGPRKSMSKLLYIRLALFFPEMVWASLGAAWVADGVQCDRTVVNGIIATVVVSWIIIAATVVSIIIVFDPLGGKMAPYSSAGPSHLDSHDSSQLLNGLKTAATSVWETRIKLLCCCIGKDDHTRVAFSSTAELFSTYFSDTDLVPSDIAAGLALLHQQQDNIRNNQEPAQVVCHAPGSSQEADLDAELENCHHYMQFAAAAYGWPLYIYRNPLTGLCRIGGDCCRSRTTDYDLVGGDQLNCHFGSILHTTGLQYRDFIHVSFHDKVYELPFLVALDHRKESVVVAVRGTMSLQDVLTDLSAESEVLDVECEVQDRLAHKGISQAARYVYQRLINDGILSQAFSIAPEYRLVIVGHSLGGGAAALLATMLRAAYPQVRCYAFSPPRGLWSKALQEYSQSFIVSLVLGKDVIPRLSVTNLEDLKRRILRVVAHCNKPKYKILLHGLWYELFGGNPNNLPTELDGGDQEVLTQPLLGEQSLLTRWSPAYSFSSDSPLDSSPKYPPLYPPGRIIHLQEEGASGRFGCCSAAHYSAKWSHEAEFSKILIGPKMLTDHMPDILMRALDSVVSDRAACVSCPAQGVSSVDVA
PKA-R2B act: activators of PKA-R2B holoenzyme, primary screen, biochemical, fluorescence polarization, Cy5-IP20, human. PKA-R2B holoenzyme dissociation; R2B truncated from residue 108, S112A mutant; 0% DMSO only, 100% 113 µM cGMP. activation, % at 11.4 µM. 0.079% of 340,000 active;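 active means activation above a cutoff set at the mean over all compounds plus 3 SD, cut at about 18% in these data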;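 further: higher means more holoenzyme dissociation and a rise in polarization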
Keap1 Nrf2 FP: Keap1-Nrf2 protein-protein interaction inhibitors, primary screen, biochemical, fluorescence polarization, single point. Kelch-like ECH-associated protein 1 (Homo sapiens), Q14145. Keap1 Kelch-Nrf2 peptide fluorescence polarization, 1536-well. inhibition, % at 9.4 µM. 0.15% of 340,000 active. AID 504523, 2011; in the data active means inhibition above about 12%;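 further: human Keap1 Kelch domain with fluorescein labeled Nrf2 9mer peptide probe; 0% = neutral control wells and 100% = peptide positive control; higher means more block of Keap1 binding to Nrf2 peptide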
LANA DNA inh: inhibitors of KSHV C-LANA binding to DNA, primary screen, biochemical, fluorescence polarization, FAM-LBS DNA, MBP-C-LANA, single point. Kaposi's sarcoma herpesvirus LANA C-terminal domain (residues 932-1162) DNA binding. inhibition, % at 9 µM. 0.078% of 340,000 active;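 active means highest replicate inhibition at or above 60% at 9 µM, even if other replicates fall short; inactive means all replicates below 60% inhibition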;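 further: 0% = neutral control wells and 100% = 4 µM acridine orange control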
CAL PDZ FP-1: CAL PDZ peptide-binding inhibitors, primary screen, biochemical, fluorescence polarization, Cer-tagged CAL PDZ, HTS; purified CAL PDZ, TMR-peptide fluorescence polarization, 1 h; inhibition, % at 20 µM; 0.02% of 330,000 active; AID 504414, 2011;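 active means highest replicate inhibition of at least 40%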;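 further: plate controls were DMSO neutral control wells for no effect and unlabeled competitor peptide control wells for full effect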
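Material – purified CerCALP PDZ construct · Detection – FP readout, S and P plane fluorescence · Measure – percent inhibition from loss of millipolarization · Controls – unlabelled peptide for full inhibition, DMSO wells as neutral · Probe or stimulus – TMR-labelled reporter peptide T*-PRC34 bound in PDZ groove · Times – 1 h at RT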
RTF Ca sens inh: cardiac RTF calcium sensitivity inhibitors, primary screen, biochemical, IANBD-TnC fluorescence, EC70 calcium. Troponin I, cardiac muscle (Homo sapiens) + Troponin T, cardiac muscle (Homo sapiens) + …. IANBD-labeled cardiac RTF, Ca2+ fluorescence. inhibition, % at 7.15 µM. 0.12% of 340,000 active. AID 493244, 2011;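 active means inhibition above the mean inhibition of all tested compounds plus 3 SD, cut at about 17% in these data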;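 further: assay run at fixed EC70 calcium of 1.6 mM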
SR-BI DiI-HDL act: activators of SR-BI mediated DiI-HDL uptake, primary screen, ldlA[mSR-BI] CHO cells, DiI fluorescence; 3 h; 100 = double the neutral-control signal; 0.096% of 320,000 active; activation, % at 12.5 µM;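 active means mean replicate activation of at least 60% and every replicate at or above 60%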;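 further: 0% = median plate neutral-control signal and 100% = twice that signal; values of inactives mirror those of a sister screen read the other way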
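System: LDL receptor-deficient CHO ldlA cells overexpressing murine SR-BI | Timing: 3 h uptake period with compound, 37 °C | Medium: HEPES-buffered (25 mM, pH 7.4) F12 plus 0.5% BSA | Dosing: Single-point compound dose | Signal: Bottom-read fluorescence, 550/595 nm | Read-out: Retained DiI signal reflecting DiI-HDL uptake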
CAL PDZ FP-2: untagged CAL PDZ binding inhibitors, primary screen, biochemical, fluorescence polarization, HTS; Golgi-associated PDZ and coiled-coil motif-containing protein (Homo sapiens), Q9HD26; purified CAL PDZ, TMR-peptide fluorescence polarization, 1 h; inhibition, % at 24.9 µM; 0.92% of 300,000 active; AID 602252, 2012;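 active means mean inhibition of at least 30% with at least half of replicates also reaching 30%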;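 further: 0% = DMSO neutral control and 100% = excess unlabeled competitor peptide PRC23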
Rtt109 HAT inh: inhibitors of C. albicans Rtt109/Vps75 HAT, primary screen, biochemical, ThioGlo CoA-SH fluorescence, plate reader; Histone acetyltransferase RTT109 (Candida albicans (strain SC5314 / ATCC MYA-2876)), …; purified Rtt109/Vps75, 4 h; inhibition, % at 34.9 µM; 0.16% of 330,000 active; AID 540336, 2011;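 active means inhibition of at least 50% in every replicate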
Target sequence (Q5AAJ8 whole entry, looked up): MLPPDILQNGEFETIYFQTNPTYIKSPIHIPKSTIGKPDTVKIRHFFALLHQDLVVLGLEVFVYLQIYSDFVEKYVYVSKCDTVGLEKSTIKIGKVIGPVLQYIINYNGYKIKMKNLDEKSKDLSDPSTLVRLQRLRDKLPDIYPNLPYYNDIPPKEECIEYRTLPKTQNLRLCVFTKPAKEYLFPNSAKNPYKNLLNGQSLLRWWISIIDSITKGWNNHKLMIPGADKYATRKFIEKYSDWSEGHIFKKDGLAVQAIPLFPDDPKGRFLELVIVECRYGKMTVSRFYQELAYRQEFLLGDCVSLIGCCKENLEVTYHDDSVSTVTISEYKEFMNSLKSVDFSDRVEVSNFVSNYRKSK
Active calls of the source: *; x = not tested or not shown.

molecule,RTF Ca sens inh,DAGLB inh,CAL PDZ FP-1,SR-BI DiI-HDL act,PKA-R2B act,cardiac RTF act,Keap1 Nrf2 FP,Rtt109 HAT inh,LANA DNA inh,CAL PDZ FP-2
O=C(Cc1cn2ccsc2n1)NCCc1ccc(F)cc1,-4.7,-1.9,-0.9,-6.1,-4.0,1.4,-0.2,10.2,1.7,3.1
O=C(CCN1C(=O)C2C3C=CC(C3)C2C1=O)N1CCCCC1 (stereo not given),1.3,2.1,-0.8,20.3,-0.8,0.8,-3.0,0.2,-1.0,19.0
O=C(CSc1nc2c(c(=O)n1-c1ccc(Cl)cc1)SCC2)NCC1CCCO1 (stereo not given),-1.5,-1.8,0.5,x,-5.6,-1.9,-1.3,-5.2,2.3,1.7
CC(=O)N1C(=O)/C(=C2\SC(=S)N(NC(=O)c3ccc(O)cc3)C2=O)c2ccccc21,-4.1,-1.6,-1.4,1.7,4.6,-9.5,1.1,2.2,2.1,0.0
CCOC(=O)c1c(NC(=O)CN2C(=O)C(=O)N(C(C)C)C2=O)sc(C)c1CC,-1.1,-3.2,-0.8,10.1,-1.6,0.8,-8.5,0.4,1.1,x
Cc1cc(C)nc(N/N=C/c2c(CO)cnc(C)c2O)n1,1.9,-0.2,-1.8,x,5.3,-6.3,0.1,-0.5,0.9,0.0
O=C1Nc2ccccc2Nc2ncccc21,-7.8,-1.3,-0.6,8.2,1.8,1.9,-8.0,-7.4,-0.3,-5.0
COc1ccc(CCc2nnc(CCC(=O)NCC3CCCO3)o2)cc1 (stereo not given),-7.5,-0.1,1.4,-8.3,5.5,-0.5,-2.6,0.9,2.9,-1.8
CCOc1ccc(C(=O)CCC(=O)Nc2ccc(C)c(S(=O)(=O)N3CCCCC3)c2)cc1,4.5,-4.6,-2.3,-19.6,-21.7,0.6,-4.7,15.0,1.2,12.6
CC(=O)c1cnn(-c2ccc(Cl)cc2)c1C,-5.3,-7.3,0.0,1.0,-1.9,4.4,1.4,-0.5,-1.1,x
CCOC(=O)Cc1[nH]nc2c1C(Cc1ccccc1)C(C#N)=C(N)O2 (stereo not given),-3.9,3.7,-1.9,12.0,6.5,1.5,-0.9,-1.6,0.0,-2.1
Cc1cc(Cl)ccc1OC(C)C(=O)NN1C(=O)c2ccccc2C1=O (stereo not given),-9.1,-2.1,0.1,-2.7,-4.2,-3.6,1.9,-1.8,-1.9,-6.0
COc1ccccc1C1OC2=C(Nc3ccc([N+](=O)[O-])cc3N2)C1=O (stereo not given),4.6,-2.2,-2.2,-21.4,8.7,-2.9,-0.8,2.4,0.8,0.0
O=C(CSc1nc2c(sc3ccccc32)c(=O)n1CCCN1CCCC1)NCC1CCCO1 (stereo not given),0.7,2.0,-1.0,5.1,2.3,0.9,0.4,-33.5,-0.4,-0.5
O=C1CN(C(=O)c2c(F)cccc2F)C(c2ccc(F)cc2)c2cc(Br)ccc2N1 (stereo not given),-0.5,0.1,-2.0,-8.5,0.0,-2.5,1.5,-3.8,0.2,-1.8
O=C(CN1CCOCC1)Nc1nc(-c2ccc(Cl)cc2)cs1,0.8,-3.3,-1.4,-19.3,-0.4,2.0,-5.3,-1.7,1.0,-2.0
COc1ccc(OC)c(-n2c(SCC(=O)Nc3cc(C)on3)nnc2-c2c[nH]c3ccccc23)c1,-1.4,-0.8,0.1,-7.2,-6.6,-0.5,0.2,11.8,-1.4,6.3
CC(C)(C)c1ccc(C(CC(=O)O)NC(=O)c2ccccc2F)cc1 (stereo not given),-9.5,-1.4,-0.1,8.5,2.9,2.4,2.8,-2.2,0.5,-6.1
CC(OC(=O)C1CCN(c2ccc(C(F)(F)F)cn2)CC1)C(=O)NC1CCCCC1C (stereo not given),0.1,1.0,-1.9,7.0,-0.6,-1.0,-4.9,-1.6,0.5,-1.8
O=C(NCCN1CCNC1=O)C1CCC(=O)N(Cc2ccccc2F)C1 (stereo not given),2.4,0.2,-2.5,14.3,-3.1,-3.2,0.1,-6.9,-2.5,0.4
O=C(O)CCC(=O)N1N=C(c2cccs2)CC1c1ccc(Br)cc1 (stereo not given),-4.0,2.6,-0.8,5.6,-3.3,-2.2,-4.2,-17.0,2.4,-0.6
C[C@@H]1CN(S(=O)(=O)C(C)(C)C)[C@H](CCO)/C1=C\c1ccccc1,-5.4,-2.3,-0.1,x,3.4,-7.3,1.7,3.2,-2.6,10.1
COc1cccc(C(=O)NC(=S)Nc2nnn(C)n2)c1,-1.4,2.4,-0.9,1.0,-0.7,4.5,-1.3,-1.8,-3.3,-4.8
CC(C)NC[C@H](O)c1ccc(O)c(O)c1,-3.7,1.9,0.1,7.1,5.0,0.9,-0.9,11.4,0.2,-2.3
COc1ccccc1NC(=O)c1ccccc1NC(=O)c1ccccc1C(=O)O,3.5,-3.3,-0.7,-2.1,-0.9,-4.7,-3.3,-4.3,1.8,-2.1
Brc1ccccc1-c1nnc2sc(Cc3ccccc3)nn12,5.7,-1.6,-2.9,-13.9,7.1,-3.1,-0.6,16.9,0.7,-1.8
CCCC1=C/C(=C/c2ccc(-c3ccccc3OC)o2)C(=O)O1,-1.6,4.5,-0.1,x,3.1,6.0,1.3,-10.5,0.5,11.6
Cc1ccc(C(=O)COC(=O)c2ccc3c(c2)C(=O)N(c2cccc4ncccc24)C3=O)cc1,1.3,-1.5,0.4,-2.6,3.2,-1.6,-1.9,6.7,0.1,3.2
C/C(CC(=O)Nc1cc(Cl)ccc1Cl)=N\NC(=O)c1ccccc1Br,-7.5,0.8,14.9,-9.3,-2.3,3.5,-4.8,-7.3,-0.3,-5.8
COc1ccc(OC)c(NC(=S)NC(=O)c2ccc(Br)o2)c1,-2.2,-3.4,-2.6,-35.1,-2.9,2.9,-1.2,1.4,0.0,-2.4
NC1=NC(c2ccccc2C(F)(F)F)N(c2ccc(F)c(Cl)c2)C(N)=N1 (stereo not given),-2.4,0.6,-0.5,25.8,-0.1,2.0,-6.5,8.9,0.3,-1.4
Cc1ccc(-c2nnc(-c3ccc(Br)cc3)o2)o1,-1.4,-9.0,-0.4,4.2,-6.9,-2.1,-2.0,3.0,1.1,-1.7
Cc1ccc(OCC(=O)NCC(=O)n2nc(C)cc2C)cc1,-9.0,3.5,-1.5,0.6,-6.2,4.5,-6.0,-4.9,1.0,-1.0
S=c1[nH]nc(COc2ccccc2)n1/N=C/c1cccc(Cl)c1Cl,5.3,7.6,-0.3,-2.6,4.3,-0.9,-5.3,6.0,-0.1,-5.2
COCCCNc1nc2ccccc2nc1NS(=O)(=O)c1ccc(C)cc1C,-3.0,-1.0,0.0,x,-4.7,1.3,-5.0,-2.2,0.9,-6.1
Nc1ccccc1C(=O)NNC1=C(C(=O)C(F)(F)F)CCC1,0.1,-5.9,-0.4,-98.0,8.9,2.7,-1.4,-1.4,0.1,14.3
COc1ccccc1NC(=O)CNC(=O)c1ccccc1,-6.3,0.3,0.7,16.8,-1.1,-4.3,-5.5,-7.2,1.2,x
CC(=C\C(=O)O)/C(=C/c1ccc(C)o1)C(=O)O,-1.8,0.2,-0.2,23.7,-8.8,10.0,-4.0,-4.7,4.0,x
CC1(c2ccccc2)NC(=O)N(CC(=O)N2CCOCC2)C1=O (stereo not given),6.8,1.9,x,28.8,-3.3,-2.0,-0.8,-17.5,-0.5,3.8
CC(C)=CCN1CCN(Cc2cnc(N3CCOCC3)s2)CC1CCO (stereo not given),-12.6,1.7,-1.0,3.5,-11.3,-3.6,0.1,4.3,-0.9,-2.8
O=C(Nc1cccnc1)c1cccc(S(=O)(=O)Nc2ccccc2F)c1,-9.5,4.1,-1.0,-1.1,-29.0,6.9,-4.5,-0.6,0.0,x
CN1CCN(C(=O)CCc2nc3ccccc3c(=O)[nH]2)CC1,-0.3,-0.4,-0.7,35.4,6.5,0.9,-1.1,-10.9,-0.1,-0.5
CCSc1nnc(NC(=O)CSc2nncc(=O)n2N)s1,-5.2,0.3,0.4,-2.3,-5.4,-0.4,-1.6,13.2,-0.9,-0.3
COC(=O)C1CC(O)CN1C(=O)c1ccco1 (stereo not given),-6.3,2.4,-1.7,43.5,-5.3,-1.9,-3.5,x,1.6,-2.6
C=C(C)COc1ccc(-c2ncncc2Oc2ccc(OC)cc2)c(O)c1,-3.7,1.6,0.6,9.4,-10.5,-1.4,-4.5,8.4,-2.2,-2.1
CCOC(=O)c1ccccc1OCc1cc(/C=N/NC(=O)c2cccnc2)ccc1OC,6.9,-2.3,-3.0,0.7,2.5,7.1,-7.2,3.0,-1.8,x
COc1ccc(NS(=O)(=O)c2cccc(Cl)c2Cl)cc1S(=O)(=O)N1CCCCC1,9.3,2.1,-0.1,11.3,4.9,-4.7,3.5,2.3,1.5,-2.9
Cc1c(C(=O)Oc2ccc(Cl)cc2)n(C)oc1=O,-0.6,2.2,-0.7,3.4,-10.6,-4.0,-5.0,2.6,-1.6,-5.2
O=C(c1ccc(Cl)cc1)c1ccc(OCC(=O)N2CCOCC2)cc1,1.2,-2.0,0.1,-32.1,-0.8,-4.0,-2.4,-5.4,5.9,-1.3
O=C(Cn1cc(C(F)(F)F)cc(Cl)c1=O)Nc1cccc(S(=O)(=O)N2CCCCC2)c1,9.1,0.3,-0.4,6.0,-3.2,-3.8,2.8,1.8,-0.7,-6.0

Full records as entered above:
Entry for CCSc1nnc(NC(=O)CSc2nncc(=O)n2N)s1 : RTF Ca sens inh: -5.2; DAGLB inh: 0.3; CAL PDZ FP-1: 0.4; SR-BI DiI-HDL act: -2.3; PKA-R2B act: -5.4; cardiac RTF act: -0.4; Keap1 Nrf2 FP: -1.6; Rtt109 HAT inh: 13.2; LANA DNA inh: -0.9; CAL PDZ FP-2: -0.3
Entry for COc1ccc(OC)c(NC(=S)NC(=O)c2ccc(Br)o2)c1 : RTF Ca sens inh: -2.2; DAGLB inh: -3.4; CAL PDZ FP-1: -2.6; SR-BI DiI-HDL act: -35.1; PKA-R2B act: -2.9; cardiac RTF act: 2.9; Keap1 Nrf2 FP: -1.2; Rtt109 HAT inh: 1.4; LANA DNA inh: 0.0; CAL PDZ FP-2: -2.4

Screens as filed in PubChem.

This is a random part of the collection; about 1.6% have a hit in one of these screens.
